# Lipid droplet: inhibitors of hepatocyte lipid droplet formation, primary screen, imaging, high-throughput imaging, BODIPY stain | AID 1656, 2009 | AML12 mouse hepatocytes, oleate lipid droplets | inhibition, % at 6.5 µM | 240,000 tested, 0.4% active;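 active means lipid droplet intensity inhibited by at least 50%, with more than 500 cells counted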
#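 Assay system: AML12 mouse liver cells | Compound dosing: One dose, 6.5 µM compound | Read-out basis: Droplet intensity reduction, % inhibition | Measured by: Fluorescence imaging, 20x objective, two fields per well | Schedule: Overnight treatment with compound plus oleate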
# MT stabilizer: microtubule stabilizers in HeLa cells, primary screen, imaging, high-content imaging. HeLa tubulin immunostaining HCS, 24 h; share of cells brighter than vehicle mean+2SD. AID 2205, 2009. % tubulin-high responders, % at 10 µM. 200,000 tested, 0.83% active;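 active means plate Z-score above 3 for both tubulin-high and condensed-nucleus cell shares, with cell loss under 80%, at 10 µM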;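 further: anti alpha tubulin signal scored within the nucleus-defined area of each cell; some results filed as inactive read as strong as hits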
# Yfh1-off respiration: enhancers of respiration in Yfh1-depleted yeast, dose response, Friedreich's ataxia, plus single-dose screen (AID 1465) | S. cerevisiae Yfh1-off respiration, WST-1 reduction, 72 h; higher fold induction means a stronger effect | fold induction at 50 µM; hits with a dose series show EC50 in µM | 220,000 tested, 0.074% active;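 active means fold induction of absorbance versus untreated yeast above a set limit, then at least 30% activation at any dose in follow-up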;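 further: activators that raise dye reduction in frataxin-depleted yeast; strong numbers were not always called active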
# b-catenin transl: modulators of beta-catenin nuclear translocation, primary screen, imaging, HeLa cells, immunofluorescence, high-content | nuclear translocation activity, % at 5 µM | 190,000 tested, 0.3% active;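 active means nuclear translocation activity above 50% at 5 µM, with a well cell count of 50 or more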;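 further: per-cell ratio of nuclear to cytoplasmic median beta-catenin stain intensity; plate controls were DMSO negative control for no effect and GSK-3 inhibitor IX positive control for full effect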
#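 Test system: human HeLa cell line; Doses: 5 µM primary, 0.02–20 µM confirmation; Incubation: 24 h compound exposure, 37°C; Detection: beta-catenin immunofluorescence imaging with DAPI; Read-out: beta-catenin nuclear/cytoplasmic ratio, % activation.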
# Ins promoter up: insulin promoter activators in MIN6 cells, imaging, high-content screening, mouse beta cells. MIN6 insulin promoter-GFP reporter; active compounds read high. z-score at 5 µM. 190,000 tested, 0.3% active. AID 1625, 2009;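 active means z-score above 3 at 5 µM with at least 500 cells counted in the well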
# WT yeast gro inh: growth inhibition of WT strain, primary screen, mitochondrial fusion inhibitor project, WT and mutant strains, chemical genetic; mitochondrial fusion phenotypic screen; 190,000 tested, 2.1% active; inhibition, % at 10 µM; in the data active means inhibition above about 58%; tested in S. cerevisiae
# Autophagy mod: autophagy modulators in MEF cells, primary screen, imaging, high-content, MEF GFP-LC3 | 190,000 tested, 0.98% active | AID 463193, 2010 | MEF GFP-LC3 puncta imaging; test concentration mostly 10 µM | calls only at 10 µM (by protocol);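 active means percentage of spot-positive cells more than 3 SD above its plate mean, without a fluorescence outlier flag or 80% toxicity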;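 further: spot-positive cell cutoff set from DMSO-treated cells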
# Dynein transport: inhibitors of GR-EGFP nuclear translocation, primary screen, dynein cargo transport inhibitor project, imaging, high-content, 3617.4 mouse cells | test concentration mostly 20 µM; stimulated with dexamethasone, 1 µM; active compounds read low | z-score, hits read low | 220,000 tested, 0.47% active | AID 1381, 2008;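 active means plate z-score of nuclear minus cytoplasmic receptor signal below a set negative limit, without overly bright fluorescence or cell loss, cut at about -3.5 in these data, passing the limit was not always enough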;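 further: z-score of nuclear minus cytoplasmic ring GR-EGFP intensity difference per well; some compounds called inactive have numbers as strong as hits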
#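 Buffer or medium: tet-free, stripped-serum medium; Also added: dexamethasone, 1.0 µM final; Technique: high-content fluorescence imaging after fixation; Times: 48 h induction, 1 h compound, 30 min dex at 37 °C; Read-out: per-cell GR-EGFP intensity, nucleus versus surrounding cytoplasmic ring, well-averaged.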
# HEK293 NOD2/NF-kB: NOD2 signaling inhibitors, cell-based, luminescence, uHTS, HEK293 (AID 1566); HEK293 NOD2/NF-kB luciferase reporter, luminescence; higher % means a stronger effect; inhibition, % at 4 µM, or EC50 in µM where a hit was titrated; 290,000 tested, 0.63% active; in the data active means inhibition above about 50%; further: many of its hits are not listed in these tables
# WT yeast gro inh mutant strain: also measured in WT yeast gro inh; calls as there; inhibition, %; mitochondrial fusion phenotypic screen, mutant strain inhibition
# Dynein transport cytoplasmic EGFP: second read-out of Dynein transport, no call of its own (marks repeat the call); z-score; measured here: cytoplasmic GR-EGFP intensity; active compounds read high
# Dynein transport nuclear GR-EGFP: second read-out of Dynein transport, no call of its own (marks repeat the call); z-score; measured here: nuclear GR-EGFP intensity;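 lower value marks the stronger effect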
# Dynein transport cell count: further read-out of Dynein transport, marked with its call; z-score; measured here: cell count per field
# Ins promoter up cell count: further read-out of Ins promoter up, marked with its call; cell count; measured here: cytotoxicity, nuclei count;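 total cells summed across four imaged fields per well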
# Lipid droplet cells 6.5 µM: recorded beside Lipid droplet, whose call it bears; cell count; measured here: cell count, cytotoxicity flag;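 cells counted across two imaged fields per well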
# b-catenin transl cell count 5 µM: recorded beside b-catenin transl, whose call it bears; cell count; measured here: cell count, cytotoxicity flag
# MT stabilizer Hoechst-high %: second read-out of MT stabilizer, no call of its own (marks repeat the call); % Hoechst-high responders; measured here: nuclear condensation Hoechst responders;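 share of cells brighter than vehicle mean plus two SD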
# MT stabilizer cytotoxicity %: recorded beside MT stabilizer, whose call it bears; toxicity, %; measured here: cytotoxicity by cell density;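 0% = mean cell density of plate MIN control wells and 100% = no cells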
# Autophagy mod cell loss 18 h: recorded beside Autophagy mod, whose call it bears; toxicity, %; measured here: cell loss, nuclei count;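 cell loss after 18 h compound exposure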
# An asterisk follows results filed as active; i = inactive; / = no result given. Only part of the results is shown; count on the stated rates, not on these rows.
SMILES,Lipid droplet,Lipid droplet cells 6.5 µM,MT stabilizer,MT stabilizer Hoechst-high %,MT stabilizer cytotoxicity %,Yfh1-off respiration,b-catenin transl,b-catenin transl cell count 5 µM,Ins promoter up,Ins promoter up cell count,WT yeast gro inh,WT yeast gro inh mutant strain,Autophagy mod,Autophagy mod cell loss 18 h,Dynein transport,Dynein transport cytoplasmic EGFP,Dynein transport nuclear GR-EGFP,Dynein transport cell count,HEK293 NOD2/NF-kB
CC1=CC(C)(C)N2C(=O)C3(C(C#N)=C(N)OC4=C3C(=O)CCC4)c3c(C)c(C)cc1c32 (stereo not drawn),/,/,5.1,2.5,4.9,i,0.8,1404,0.65,1463,-28,-19,i,-6,2.6,-0.22,2,-1.8,6%
CC(=O)c1cccc(Nc2cc(C)nc3c(C)cc(C)cc23)c1,-1,664,2.5,1.9,7.8,i,-3.4,496,-0.04,1169,-28,8,i,-4,0.21,-0.2,0.39,-1.3,10%
COc1ccccc1-c1nc(C#N)c(N2CCN(c3cccc(Cl)c3)CC2)o1,-6,694,4.2,2.9,3.9,i,-2.0,1038,-0.21,1746,10,12,i,14,-0.79,-0.36,-1,0.11,11µM*
Cc1cccc(Cn2cnc3c(nnn3Cc3ccc(F)cc3)c2=O)c1,/,/,10,1.7,1.2,i,/,/,/,/,17,7,i,18,0.57,-0.28,0.41,-0.19,8%
COC(=O)Nc1ccc(S(=O)(=O)N2c3ccccc3CCC2C)cc1 (stereo not drawn),/,/,19*,76*,33*,i,7.9,825,0.58,1127,28,7,i,-15,-0.0093,-0.14,0.2,-0.11,-17%
CCOC(=O)CSC1=C(C#N)C(c2ccc3c(c2)OCO3)CC(=O)N1 (stereo not drawn),5,730,49*,28*,30*,i,-0.9,1210,-0.35,1212,5,30,i,21,-2.1,-0.15,-1.1,0.3,-4%
CC(C)N(C#N)c1nc(N2CCOCC2)nc(N2CCOCC2)n1,/,/,3.5,2.3,1.3,i,1.7,1365,0.14,1650,/,/,i,18,-0.46,-0.31,-0.09,0.57,11%
COc1ccc(C=C(c2ccc(OC)cc2)c2ccc(OC)cc2)cc1,-2,677,3.0,2.6,4.5,i,-1.4,1107,0.29,886,37,20,i,0,0.48,-0.22,0.25,0.66,3%
CCc1ccc(CCC(=O)Nc2sc(C)c(C)c2C(=O)OC)o1,-28,784,2.2,1.4,7.0,i,-0.4,1144,0.81,760,53,37,i,9,-0.73,-0.22,-0.56,2,17%
O=C(c1ccc2ccccc2c1)c1c[nH]cc1-c1ccccc1,-13,750,3.3,2.5,0.8,i,-0.3,1147,/,/,-27,-4,i,16,1.6,-0.14,0.51,-0.97,19%
CCOC(=O)c1c(C)n(C)c2ccc(OC)c(NC(=O)CN3CCC(C(=O)OCC)CC3)c12,2,732,/,/,/,i,-1.2,1177,-0.3,1361,/,/,/,/,0.53,-0.22,0.017,0.17,10%
Cc1cc(Nc2cccc([N+](=O)[O-])c2)c2ccccc2n1,3,714,2.0,1.8,9.7,i,-0.4,1521,-0.36,1314,-2,-8,i,4,-1.2,0.57,-0.4,0.96,22%

# Another view of some results above.
Structure	Lipid droplet	Lipid droplet cells 6.5 µM	MT stabilizer	MT stabilizer Hoechst-high %	MT stabilizer cytotoxicity %	Yfh1-off respiration	b-catenin transl	b-catenin transl cell count 5 µM	Ins promoter up	Ins promoter up cell count	WT yeast gro inh	WT yeast gro inh mutant strain	Autophagy mod	Autophagy mod cell loss 18 h	Dynein transport	Dynein transport cytoplasmic EGFP	Dynein transport nuclear GR-EGFP	Dynein transport cell count	HEK293 NOD2/NF-kB
CC1=CC(C)(C)N2C(=O)C3(C(C#N)=C(N)OC4=C3C(=O)CCC4)c3c(C)c(C)cc1c32 (stereo not drawn)	/	/	5.1	2.5	4.9	i	0.8	1404	0.65	1463	-28	-19	i	-6	2.6	-0.22	2	-1.8	6%
CC(=O)c1cccc(Nc2cc(C)nc3c(C)cc(C)cc23)c1	-1	664	2.5	1.9	7.8	i	-3.4	496	-0.04	1169	-28	8	i	-4	0.21	-0.2	0.39	-1.3	10%
COc1ccccc1-c1nc(C#N)c(N2CCN(c3cccc(Cl)c3)CC2)o1	-6	694	4.2	2.9	3.9	i	-2.0	1038	-0.21	1746	10	12	i	14	-0.79	-0.36	-1	0.11	11µM*
Cc1cccc(Cn2cnc3c(nnn3Cc3ccc(F)cc3)c2=O)c1	/	/	10	1.7	1.2	i	/	/	/	/	17	7	i	18	0.57	-0.28	0.41	-0.19	8%
COC(=O)Nc1ccc(S(=O)(=O)N2c3ccccc3CCC2C)cc1 (stereo not drawn)	/	/	19*	76*	33*	i	7.9	825	0.58	1127	28	7	i	-15	-0.0093	-0.14	0.2	-0.11	-17%
CCOC(=O)CSC1=C(C#N)C(c2ccc3c(c2)OCO3)CC(=O)N1 (stereo not drawn)	5	730	49*	28*	30*	i	-0.9	1210	-0.35	1212	5	30	i	21	-2.1	-0.15	-1.1	0.3	-4%
CC(C)N(C#N)c1nc(N2CCOCC2)nc(N2CCOCC2)n1	/	/	3.5	2.3	1.3	i	1.7	1365	0.14	1650	/	/	i	18	-0.46	-0.31	-0.09	0.57	11%
COc1ccc(C=C(c2ccc(OC)cc2)c2ccc(OC)cc2)cc1	-2	677	3.0	2.6	4.5	i	-1.4	1107	0.29	886	37	20	i	0	0.48	-0.22	0.25	0.66	3%
CCc1ccc(CCC(=O)Nc2sc(C)c(C)c2C(=O)OC)o1	-28	784	2.2	1.4	7.0	i	-0.4	1144	0.81	760	53	37	i	9	-0.73	-0.22	-0.56	2	17%
O=C(c1ccc2ccccc2c1)c1c[nH]cc1-c1ccccc1	-13	750	3.3	2.5	0.8	i	-0.3	1147	/	/	-27	-4	i	16	1.6	-0.14	0.51	-0.97	19%
CCOC(=O)c1c(C)n(C)c2ccc(OC)c(NC(=O)CN3CCC(C(=O)OCC)CC3)c12	2	732	/	/	/	i	-1.2	1177	-0.3	1361	/	/	/	/	0.53	-0.22	0.017	0.17	10%

# Additional entries
SMILES,Lipid droplet,Lipid droplet cells 6.5 µM,MT stabilizer,MT stabilizer Hoechst-high %,MT stabilizer cytotoxicity %,Yfh1-off respiration,b-catenin transl,b-catenin transl cell count 5 µM,Ins promoter up,Ins promoter up cell count,WT yeast gro inh,WT yeast gro inh mutant strain,Autophagy mod,Autophagy mod cell loss 18 h,Dynein transport,Dynein transport cytoplasmic EGFP,Dynein transport nuclear GR-EGFP,Dynein transport cell count,HEK293 NOD2/NF-kB
CS/C(=N/S(=O)(=O)c1ccc(C)cc1)c1ccccc1,16,667,2.9,2.8,11,i,1.6,1067,-0.21,1197,-4,-10,i,-18,-1,-0.12,-0.39,-0.33,7%
Nn1c(COc2cccc(Br)c2)nnc1SCC(=O)N1CCc2ccccc2C1,/,/,2.7,3.9,7.1,i,0.0,1153,-0.37,1363,19,-4,i,2,-0.52,-0.18,-0.27,0.86,14%
C=CCNS(=O)(=O)c1cc(S(=O)(=O)NCC=C)c(OC)cc1OC,7,737,3.4,4.0,5.6,i,-3.1,1045,0.07,1249,-5,17,i,3,-0.099,-0.36,0.23,0.43,6%
C/C=C\C=C/C(=O)Nc1cccc(C2=NOC3(C2)C[C@H](C(N)=O)N(C(=O)c2ccc(OC)cc2)C3)c1 (stereo partly drawn),-22,671,/,/,/,i,1.7,1049,/,/,/,/,/,/,0.85,-0.7,0.72,-1,3%
COc1ccc(S(=O)(=O)N2CCCCC2)cc1C(C)C,-27,769,3.6,1.7,5.1,i,/,/,/,/,13,4,i,4,1.3,-0.22,0.51,-0.65,11%
CCOC(=O)CSC(CC)C(=O)Nc1nnc(CC)s1 (stereo not drawn),-13,594,6.3,2.4,2.2,i,1.2,1051,-0.62,1902,13,7,i,3,0.13,-0.099,0.35,-0.68,11%
CC1CCC(NC(=O)Cn2ncc3ccccc32)CC1 (stereo not drawn),6,682,5.0,2.1,3.4,i,-2.0,1166,-0.55,2104,6,-6,/,/,-0.41,-0.19,0.023,-0.19,-50%
O=C(NC1=NCCS1)c1cc(-c2cccc(Br)c2)nc2ccccc12,-1,653,1.8,2.8,4.8,i,3.7,490,0.26,1119,80*,70*,i,38,-0.057,-0.26,-0.01,0.7,12%
O=C(NN1CCN(Cc2ccccc2)CC1)c1ccc(N2CCOCC2)c([N+](=O)[O-])c1,-1,703,1.7,1.7,7.3,i,0.4,1170,-0.12,1154,-1,-4,i,-9,0.97,-0.13,0.62,-0.94,12%
Nc1nnc(-c2cc3ccccc3oc2=O)s1,23,721,3.1,1.9,4.2,i,0.2,972,1.2,1021,-4,-13,i,-10,-0.21,-0.19,-0.39,0.36,-35%
CSc1nc(SCC(=O)O)c2c3c(sc2n1)COC(C)(C)C3,11,751,/,/,/,i,-1.2,1352,0.51,941,/,/,/,/,-0.066,-0.21,0.34,0.65,-8%
COc1ccccc1N1CCN(C(=O)Cn2nnc(-c3cccs3)n2)CC1,/,/,1.6,2.2,4.0,i,-6.8,914,-0.28,1554,8,9,i,-4,1.1,-0.23,1,0.3,3%
Cc1ccc(OCCOc2ccc(Cl)cc2Cl)c([N+](=O)[O-])n1,-2,713,2.6,2.3,8.4,i,0.2,1076,-1.3,1301,4,16,i,6,-0.0012,-0.19,0.079,-0.028,-58%

# Screening data as filed in PubChem.
